Screening results deposited in PubChem by several laboratories.
MT1-MMP act inh = MT1-MMP (human) activation inhibition; HT1080 RFP-PRO-GFP cells, GFP/RFP ratio fluorescence, overnight; percent of plate control window, DMSO zero; GFP/RFP ratio change, % at 20 µM; hit rate 0.061% among 360,000; AID 651647;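 active = GFP/RFP ratio change of at least 30% with cell ATP level not reduced by more than half and red fluorescence within 50% of control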; note: strong numbers were not always called active
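Assay system: HT1080 cells carrying an RFP-PRO-GFP reporter | Dosing: Single dose of 20 µM compound, 1% DMSO final | Incubation: Cells overnight before dosing, compound overnight, 37 °C, 5% CO2 | Evaluation: GFP/RFP fluorescence ratio | Control set: DMSO and RFP-L50D-GFP cell wells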
MLLE-PAM2 inh = blocks PAM2 peptide binding to the PABP1 MLLE domain; GST-MLLE / FITC-PAM2 fluorescence polarization; inhibition, % at 20 µM; hit rate 0.36% among 360,000; AID 588489; in the data active = inhibition above about 35%, passing the limit was not always enough;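 note: plate controls were DMSO wells with GST-MLLE for no effect and wells lacking GST-MLLE protein for full effect; some results filed as inactive read as strong as hits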
MsrA act = bovine methionine sulfoxide reductase A activation | AID 602163 | purified bovine MsrA, absorbance read-out | activation, % at 10.6 µM | hit rate 0.3% among 360,000; in the data active = activation above about 7.5%;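 note: 0% = vehicle and 100% = reference activator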
SKN-1 block = blocks SKN-1 activity in C. elegans; C. elegans VP596 Pgst-4::GFP/RFP ratio, acrylamide-induced, 24 h; inhibition, % at 21.8 µM; hit rate 0.49% among 360,000; AID 624304;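 active = interference check ratio from 0.5 to 1.5 plus GFP to RFP signal ratio inhibition reaching or exceeding a fixed threshold, cut at about 30% in these data, passing the limit was not always enough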; note: some compounds called inactive have numbers as strong as hits
Rin1 Abl inh = human Rin1-Abl interaction inhibition | AID 588664 | hit rate 0.4% among 360,000 | P00519+Q13671 | TR-FRET Rin1/Abl binding, biochemical | inhibition, % at 7.35 µM; in the data active = inhibition above about 5%, passing the limit was not always enough
Target sequence (P00519 whole entry, looked up): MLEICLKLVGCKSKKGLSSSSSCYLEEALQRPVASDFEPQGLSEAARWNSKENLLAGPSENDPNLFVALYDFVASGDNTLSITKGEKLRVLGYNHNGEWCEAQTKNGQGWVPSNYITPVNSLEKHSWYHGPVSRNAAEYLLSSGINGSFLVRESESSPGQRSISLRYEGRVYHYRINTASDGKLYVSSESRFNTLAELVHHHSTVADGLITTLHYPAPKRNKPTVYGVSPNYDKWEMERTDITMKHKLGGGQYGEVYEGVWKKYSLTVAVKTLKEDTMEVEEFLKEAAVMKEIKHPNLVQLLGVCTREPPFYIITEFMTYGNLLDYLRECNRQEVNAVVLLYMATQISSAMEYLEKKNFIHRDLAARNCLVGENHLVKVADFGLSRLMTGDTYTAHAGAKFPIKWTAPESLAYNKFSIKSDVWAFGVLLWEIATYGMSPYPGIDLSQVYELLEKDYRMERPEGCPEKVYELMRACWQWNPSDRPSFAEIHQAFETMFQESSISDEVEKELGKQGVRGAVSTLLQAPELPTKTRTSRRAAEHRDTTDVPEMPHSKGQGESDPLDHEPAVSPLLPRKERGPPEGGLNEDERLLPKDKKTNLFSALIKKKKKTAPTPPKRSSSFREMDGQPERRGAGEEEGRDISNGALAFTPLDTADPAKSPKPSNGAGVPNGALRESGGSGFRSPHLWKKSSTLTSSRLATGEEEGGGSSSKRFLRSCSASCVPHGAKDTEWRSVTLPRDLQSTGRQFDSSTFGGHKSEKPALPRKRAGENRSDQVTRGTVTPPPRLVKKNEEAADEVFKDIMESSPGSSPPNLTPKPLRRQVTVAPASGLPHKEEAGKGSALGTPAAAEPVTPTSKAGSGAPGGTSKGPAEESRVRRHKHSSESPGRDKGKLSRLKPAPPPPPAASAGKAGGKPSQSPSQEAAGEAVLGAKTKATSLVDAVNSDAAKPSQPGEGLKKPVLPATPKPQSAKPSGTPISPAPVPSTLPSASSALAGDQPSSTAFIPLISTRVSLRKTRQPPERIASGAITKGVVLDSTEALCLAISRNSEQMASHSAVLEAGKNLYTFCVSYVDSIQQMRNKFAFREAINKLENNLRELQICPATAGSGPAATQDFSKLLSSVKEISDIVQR
Target sequence (Q13671 whole entry, looked up): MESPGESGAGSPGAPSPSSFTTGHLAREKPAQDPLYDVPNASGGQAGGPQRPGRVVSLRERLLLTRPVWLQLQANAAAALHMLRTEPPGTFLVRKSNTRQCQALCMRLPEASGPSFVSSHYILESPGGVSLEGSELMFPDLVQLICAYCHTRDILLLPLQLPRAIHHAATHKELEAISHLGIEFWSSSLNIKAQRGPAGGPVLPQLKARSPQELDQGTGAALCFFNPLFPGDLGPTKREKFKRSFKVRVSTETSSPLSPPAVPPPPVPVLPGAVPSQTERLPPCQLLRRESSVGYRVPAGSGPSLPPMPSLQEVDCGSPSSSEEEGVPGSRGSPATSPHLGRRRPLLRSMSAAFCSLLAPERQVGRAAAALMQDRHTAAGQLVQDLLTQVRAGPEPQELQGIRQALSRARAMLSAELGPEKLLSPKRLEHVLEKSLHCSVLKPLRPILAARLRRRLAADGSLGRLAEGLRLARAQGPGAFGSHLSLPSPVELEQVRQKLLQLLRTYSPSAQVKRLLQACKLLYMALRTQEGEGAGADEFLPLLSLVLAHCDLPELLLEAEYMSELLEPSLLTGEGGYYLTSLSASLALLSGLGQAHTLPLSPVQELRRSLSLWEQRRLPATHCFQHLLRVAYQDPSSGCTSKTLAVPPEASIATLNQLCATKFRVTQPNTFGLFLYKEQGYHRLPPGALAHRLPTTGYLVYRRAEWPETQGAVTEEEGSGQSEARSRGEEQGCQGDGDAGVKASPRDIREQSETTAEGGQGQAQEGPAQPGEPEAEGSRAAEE
FAS TE block = blocks the thioesterase domain of human fatty acid synthase; P49327; recombinant FAS-TE, OMFH fluorogenic substrate, fluorescence endpoint; inhibition, % at 15 µM; hit rate 0.67% among 360,000;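 active = compounds whose normalised, plate-corrected inhibition of enzyme fluorescence in the single-dose primary screen is 50% or more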;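 note: 0% = DMSO with enzyme and 100% = substrate without enzyme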
eLon inh = E. coli protease La inhibition; P0A9M0; purified E. coli Lon protease, fluorescence polarization; inhibition, % at 7.94 µM; hit rate 0.42% among 360,000; AID 602123; in the data active = inhibition above about 13%, passing the limit was not always enough;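 note: 0% = enzyme with probe and DMSO and 100% = no enzyme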
CendR NRP1 mod = modulators of CendR peptide binding to human neuropilin-1 | O14786 | FAM-RPARPAR peptide binding to NRP-1, fluorescence polarization | inhibition, % at 25 µM | hit rate 0.85% among 360,000 | AID 602438;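 active = inhibition or corrected inhibition above about 18%, plus a signal ratio from 0.5 to 1.5, limit read from the data, passing the limit was not always enough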; note: strong numbers were not always called active
Neddyl block = blocks human cullin neddylation; hit rate 0.58% among 360,000; calls only at 25 µM; TR-FRET cullin neddylation, biochemical; in the data active = inhibition above about 36%
Starred values were filed as active, the others as inactive; i = inactive; nt = no result given.

SMILES	MT1-MMP act inh	MLLE-PAM2 inh	MsrA act	SKN-1 block	Rin1 Abl inh	FAS TE block	eLon inh	CendR NRP1 mod	Neddyl block
Cc1c(O)cc2c(c1O)C(=O)CC(c1ccc(O)cc1)O2 (centres undefined)	3	-4	-1	3	8	8	-15	-5	i
CCOc1ccc(CN(C)CC(=O)Nc2cccc(S(=O)(=O)N(C)c3ccccc3)c2)cc1	-1	11	-1	4	2	36	-3	6	i
CC(OC(=O)C1CCCCC1)C(=O)Nc1cccc(Cl)c1 (centres undefined)	3	-11	-4	-4	-2	12	9	-11	i
Cc1cc(CCNC=O)c(C)c2c1oc1ccccc12	-1	-6	-3	19	4	1	-2	12	i
CC(C)NC(=O)CNc1ccc(C(F)(F)F)cc1[N+](=O)[O-]	-2	-9	-5	3	1	-7	-8	4	i
COc1ccccc1OCC(=O)OCn1c(SC)nnc(C)c1=O	0	0	-1	6	-1	-12	1	-7	i
O=C(COC(=O)C12CC3CC(CC(O)(C3)C1)C2)NC(=O)NCc1ccco1	5	6	-10	-6	-3	-4	-9	1	i
CC1CCCCN1CCNC(=O)C1CCCN(S(=O)(=O)c2cccc3nsnc23)C1 (centres undefined)	2	5	-4	2	-1	-3	-13	-4	i
CC1CN(C(=O)COc2ccc3ccccc3c2)CC(C)O1 (centres undefined)	6	0	-2	0	5	-7	-12	1	i
CC(C)(CNC(=O)Cc1ccc(NS(=O)(=O)c2cccc(C(F)(F)F)c2)cc1)N1CCOCC1	0	-13	1	19	1	-3	-10	0	i
CCCCCN(C(=O)CCC(=O)OCc1ccccc1C)c1c(N)n(CCCC)c(=O)[nH]c1=O	-1	7	-9	-4	-1	2	3	4	i
CCN(CC)C(=O)CCC(=O)Nc1ccc(C(=O)OC)cc1	4	3	-8	-30	4	-8	3	11	i
Fc1cccc(Cl)c1CN1CCN(c2nc3ccccc3s2)CC1	5	2	-3	6	3	38	-8	4	i
CCCS(=O)(=O)N1CCN(C(=O)COc2ccc(OC)cc2)CC1	-3	7	4	-38	-2	-2	10	17	i
CN(C)c1ccc(C=Nc2ccccc2C(N)=O)cc1	1	3	-4	8	-6	-1	1	-6	nt
O=C(COC(=O)CCc1nc2ccccc2c(=O)[nH]1)NC(=O)NC1CCCC1	5	-33	-3	7	3	4	3	-19	i
Cc1nc(C)c(C(=O)C2=C(O)C(=O)N(CCN3CCOCC3)C2c2cccnc2)s1 (centres undefined)	2	11	-6	4	0	-2	1	-5	i
CCOC(=O)CN1C(=O)/C(=C2\SC(=S)N(NC(=O)c3cccnc3)C2=O)c2ccccc21	1	43*	-4	13	2	-7	1	-3	i
COc1cc(C(=O)NCCc2cn3ccc(C)cc3n2)cc(OC)c1OC	4	-2	-14	-12	1	-8	-7	1	i
Oc1oc(-c2ccco2)nc1C=Nc1ccccc1	1	-9	-14	12	0	-4	-2	-15	i
C[n+]1cccc(/C=N/Nc2nc(Cl)c(C#N)c(Cl)c2Cl)c1	-94	-16	0	7	-5	9	-23	4	i
CCCOC(=O)c1c(N)sc2c1CCC2	-15	-4	-3	-13	-4	-4	-14	-17	i
O=C(CSc1ccc(S(=O)(=O)N2CCOCC2)cn1)Nc1ccc(F)c(F)c1	-7	15	-2	20	4	8	4	2	i
Oc1cccc(C=NCc2ccccc2)c1O	-5	-1	-16	4	5	-9	21	4	i

Some of these compounds in order of the CendR NRP1 mod value, smallest number first:
Molecule,MT1-MMP act inh,MLLE-PAM2 inh,MsrA act,SKN-1 block,Rin1 Abl inh,eLon inh,CendR NRP1 mod,Neddyl block
O=C(COC(=O)CCc1nc2ccccc2c(=O)[nH]1)NC(=O)NC1CCCC1,5,-33,-3,7,3,3,-19,i
Cc1nc(C)c(C(=O)C2=C(O)C(=O)N(CCN3CCOCC3)C2c2cccnc2)s1 (centres undefined),2,11,-6,4,0,1,-5,i
CCCS(=O)(=O)N1CCN(C(=O)COc2ccc(OC)cc2)CC1,-3,7,4,-38,-2,10,17,i

Continued:
SMILES	MT1-MMP act inh	MLLE-PAM2 inh	MsrA act	SKN-1 block	Rin1 Abl inh	FAS TE block	eLon inh	CendR NRP1 mod	Neddyl block
CC(=O)Nc1nc(=S)n(-c2ccccc2)[nH]1	2	-28	3	2	-3	-8	-5	-2	i
Nn1c(SCC(=O)NC2CCCCC2)nnc1-c1ccc(Cl)cc1	-2	-34	-2	8	2	-1	-5	0	i
CCN(Cc1ccccc1)Cc1ccc(OCc2ccccc2)cc1	-1	12	2	22	-1	25	-3	8	i
O=C1CCC(C(=O)NCc2ccccc2)N1 (centres undefined)	1	-2	-4	8	-2	-4	5	2	i
Cc1ccc(CNc2ncnc3ccc(-c4ccoc4C)cc23)o1	-15	-11	-5	4	-2	9	0	-19	i
Cc1ccc(SC(=O)c2c(C)noc2-c2cc(C)on2)cc1	-3	41*	-6	-14	0	26	6	1	i
Cc1nc2nc(-c3ccccc3)nn2c(C)c1Cl	-2	11	-3	-12	-4	-4	-6	-12	i
Cc1cc(Cl)nc2c(C(C)C)cccc12	1	0	-3	11	-1	7	10	-6	i
O=C(NN=Cc1ccc2c(c1)OCO2)c1ccc([N+](=O)[O-])cc1	3	4	-3	11	0	2	-5	2	i
N#Cc1c(Cl)nc(N/N=C/c2ccccc2)c(Cl)c1Cl	1	-5	-1	-1	-2	-10	-10	-2	i
CCC(=Cc1ccc(CC)cn1)CC	-1	0	-1	12	2	1	-3	11	i
COc1ccccc1-c1nc(C#N)c(N2CCN(c3ccccc3)CC2)o1	6	5	1	10	5	13	-1	18	i
CCn1c(SCc2cccc(C(=O)O)c2)nnc1-c1ccc(Cl)cc1	-2	-12	0	4	3	-2	0	-7	i
NC(=O)c1ccc(NC(=O)c2ccc3c(c2)CCN3S(=O)(=O)c2ccccc2)cc1	4	5	-13	13	0	0	9	-1	i
Cc1nc2ccc(S(=O)(=O)NCC(=O)N3CCN(c4ccccc4)CC3)cc2s1	1	-4	0	-1	3	0	2	3	i
CC(=O)N1CCc2cc(S(=O)(=O)NCCCN3CCN(Cc4ccccc4)CC3)ccc21	2	-1	7	7	4	-7	4	-2	i
COc1ccc(-c2csc(-c3ccc(C(=O)O)cc3)n2)cc1	-1	3	-16	4	0	-5	4	-17	nt
O=C(Nc1nccs1)c1cc(-c2ccccn2)nc2c(Cl)cccc12	-1	8	-2	5	1	4	-8	-8	i
COc1ccccc1OCCC(=O)OCC(=O)Nc1cc(S(=O)(=O)N2CCOCC2)ccc1Cl	-3	-16	-3	5	0	1	5	6	i
O=C(COC(=O)CCC1CCCC1)Nc1ccc(Cl)cc1F	3	3	-1	-4	0	13	0	5	i
Cc1sc2nc(C(C)C)nc(SCC(=O)N3CCOCC3)c2c1C	2	15	-3	-8	2	4	4	-1	i
Cc1cc(=O)oc2cc(Oc3ccc([N+](=O)[O-])cc3[N+](=O)[O-])ccc12	11	1	-3	7	-1	29	-5	3	nt
CC(C(=O)Nc1ccccc1Br)c1ccc([N+](=O)[O-])cc1 (centres undefined)	3	6	-14	-10	2	8	-6	-2	i
Cn1ccnc1C(=O)c1cccc([N+](=O)[O-])c1	-1	1	-4	5	1	-6	-6	12	i
CCOC(=O)[C@@H]1[C@H]2COc3cc(OC)ccc3[C@H]2N2C(=O)N(c3ccc(C(F)(F)F)cc3)C(=O)[C@@]12C	-1	2	-6	-13	1	40	-4	-8	i
CC(=O)Nc1ccc(S(=O)(=O)N2CCN(C(=O)C3COc4ccccc4O3)CC2)cc1 (centres undefined)	1	-11	0	22	-5	-2	3	10	i
O=C(NCc1cccs1)Nc1ccc(Cl)cc1	3	-4	0	2	-2	1	14	10	i
Fc1ccc(NC(=S)N/N=C/c2ccc(F)c(F)c2)c(F)c1	4	5	-10	12	0	-3	-3	4	i
CC(C)CC(=O)N1CCN(c2ccc([N+](=O)[O-])cc2Cl)CC1	3	12	-5	14	3	16	-5	-10	i
O=C(Cn1nnc(-c2ccc(OCc3ccccc3F)cc2)n1)N1CCOCC1	2	4	-1	-8	-2	-3	-1	1	i
COC(=O)[C@@]1(Cc2ccccc2)[C@H]2C(=O)N(Cc3ccccc3)C(=O)[C@H]2[C@H]2CN(C)C(=NCc3ccccc3)N21	-1	1	-7	-5	0	0	2	-12	i
Cn1cc(CN2CCN(c3ccc(Cl)cn3)CC2)c(-c2ccccc2F)n1	5	3	-5	-8	1	15	-6	-8	i
CCOC(=O)C1(Cc2ccc(Cl)cc2)CCN(C(=O)C2CCCO2)CC1 (centres undefined)	nt	-2	-13	-4	4	-7	5	10	i
Oc1ccc(/C=N/N2CCCCC2)cc1O	-5	31	-4	-10	0	-8	2	11	i
Clc1nn2cnnc2c2ccccc12	2	3	-3	13	3	0	7	-16	i
CCOCCCNC(=O)C1CCN(C(=O)Nc2ccc(Cl)cc2)CC1	4	19	-3	-6	-2	-5	2	3	i

2 records drawn at random from the list so far, as already listed:
SMILES	MT1-MMP act inh	MLLE-PAM2 inh	MsrA act	SKN-1 block	Rin1 Abl inh	FAS TE block	eLon inh	CendR NRP1 mod	Neddyl block
CC1CCCCN1CCNC(=O)C1CCCN(S(=O)(=O)c2cccc3nsnc23)C1 (centres undefined)	2	5	-4	2	-1	-3	-13	-4	i
COc1ccccc1OCC(=O)OCn1c(SC)nnc(C)c1=O	0	0	-1	6	-1	-12	1	-7	i

Additional compounds follow:
SMILES	MT1-MMP act inh	MLLE-PAM2 inh	MsrA act	SKN-1 block	Rin1 Abl inh	FAS TE block	eLon inh	CendR NRP1 mod	Neddyl block
O=C(NCCN1CCOCC1)c1ccccc1-c1ccccc1	-2	12	-10	-1	-4	-13	-7	-2	i
CC1CCN(C(=O)COC(=O)C23CC4CC(CC(O)(C4)C2)C3)CC1	-1	9	0	-8	-1	-6	-4	8	i
O=C(c1ccc(S(=O)(=O)N2CCCCC2)cc1)c1nnc(-c2ccc(Cl)cc2)o1	4	8	-1	26	1	-6	4	-5	i
COc1cc(C(=O)N2CCN(C3=NS(=O)(=O)c4ccccc43)CC2)cc(OC)c1OC	-3	-2	-3	-7	-3	-4	-13	-5	i
COc1ccc(C(=O)NCCc2ccccc2F)cc1OC1CCN(C(C)=O)CC1	-2	11	-4	8	-1	-6	2	10	i
COC(=O)[C@H](Cc1ccccc1)N1C/C=C\COc2c(Cl)cc(Cl)cc2S1(=O)=O	-2	4	-1	14	-3	16	-15	3	i
Cc1ccc(C(=O)CSc2n[nH]c(-c3ccco3)n2)cc1C	1	2	-10	3	-8	-4	-6	-20	i
CN(C)C1CN(Cc2cn(Cc3ccc(C(F)(F)F)cc3)nn2)S(=O)(=O)C1 (centres undefined)	6	nt	-4	-3	nt	-9	1	12	i
COC(=O)c1ccc2c(=O)n(CCN3CCOCC3)c(SCC(=O)C(C)(C)C)nc2c1	2	22	-1	-17	1	-1	-12	-2	i
COc1ccc(NC(=O)C2=NN(c3ccccc3)C(=O)CC2)cn1	-2	1	-5	-13	3	-5	11	11	i
O=C(OCC(=O)N1CCN(C(=O)c2ccco2)CC1)c1ccc(Cl)nc1	-2	-8	0	-4	3	-7	-12	8	i
CCCCN(C=O)c1c(CC)nc2ccc(C(=O)NCCOc3ccc(OC)cc3)cn12	-1	5	0	5	1	2	4	-1	i
CCN(c1ccccc1)S(=O)(=O)c1ccc(C(=O)Nc2ccncc2)cc1	0	0	-8	-3	-2	3	-3	6	i
CC(=O)Nc1ccc(C(=O)N2CCCC(c3cc(C(=O)Nc4ccccc4)no3)C2)cc1 (centres undefined)	-6	0	-3	5	-4	-3	-2	-7	i
CCCCNC(=O)c1ccccc1Cl	-4	-6	0	-15	3	-5	2	-3	i
Cc1ccccc1NC(=O)c1cccc(NC(=O)c2ccco2)c1	0	4	-3	11	2	-2	0	7	i
O=C(Nc1ccccc1)c1cc(C2CCCN(C(=O)C/C=C/c3ccccc3)C2)on1 (centres undefined)	-2	8	8	18	3	10	-6	-1	i
COC(=O)c1c(-c2c(Cl)cccc2Cl)noc1C(=O)NN	3	7	-1	-7	0	0	-3	-5	i
